High-throughput results as filed in PubChem BioAssay.
V1aR counter: activates human V1a receptor in oxytocin agonist counter-screen; P37288; CHO-V1R cells, Fluo-8 calcium fluorescence, agonist mode; 0% DMSO, 100% 3 nM vasopressin; activation, % at 3 µM; 320,000 compounds, 0.25% hits;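 active = activation above the mean activation of all tested compounds plus 3 SD, per screening run, cut at about 20% in these data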;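 note: signal is peak over basal fluorescence ratio across a 100 second FLIPR read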
Target sequence (P37288 whole entry, looked up): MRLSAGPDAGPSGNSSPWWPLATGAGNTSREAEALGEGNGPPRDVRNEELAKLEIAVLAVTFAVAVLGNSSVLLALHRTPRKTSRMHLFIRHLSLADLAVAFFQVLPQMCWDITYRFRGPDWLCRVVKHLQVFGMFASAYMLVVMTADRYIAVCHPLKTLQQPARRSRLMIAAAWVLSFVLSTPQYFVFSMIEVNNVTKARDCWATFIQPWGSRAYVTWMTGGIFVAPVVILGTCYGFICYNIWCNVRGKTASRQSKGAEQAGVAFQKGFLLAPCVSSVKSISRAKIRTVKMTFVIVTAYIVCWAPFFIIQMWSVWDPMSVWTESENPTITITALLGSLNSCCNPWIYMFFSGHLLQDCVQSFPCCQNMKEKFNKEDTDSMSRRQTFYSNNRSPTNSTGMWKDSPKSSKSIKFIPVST
OXTR potentiator: potentiators of human oxytocin receptor; P30559; CHO-OTR cells, Fluo-8 calcium fluorescence, potentiator mode; 0% = oxytocin EC15, 100% = EC100; activation, % at 3 µM; 320,000 compounds, 0.061% hits; AID 2445;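 active = activation above that plate's cutoff, the mean activation of tested compounds plus 3 SD, cut at about 6.6% in these data, passing the limit was not always enough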;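 note: 100% uses oxytocin at 75 nM as the full agonist control; some results filed as inactive read as strong as hits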
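System: human OTR in CHO cells; Also added: sub-maximal oxytocin, roughly EC15; Timing: compound 6 min at room temperature before oxytocin, 100 s read; Technique: Fluo-8 intracellular calcium fluorescence, ex 470-495, em 515-575 nm; Controls: oxytocin EC15 low and EC100 high; Replication: singlicate.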
CHO parental Ca: counter-screen: ATP calcium response change in parental CHO cells; parental CHO-K1, ATP-induced calcium, Fluo-8 fluorescence; inhibition, % at 5.6 µM; 330,000 compounds, 0.63% hits;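 active = inhibition above that plate's mean sample inhibition plus 3 SD, cut at about 26% in these data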;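 note: 0% = ATP-challenged DMSO wells and 100% = DMSO wells without ATP; some compounds past the cut are filed as inactive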
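Assay system: parental CHO cells; Read-out basis: percent inhibition of ATP-evoked calcium rise, normalized to controls; Benchmarks: ATP and no-ATP DMSO wells; Compound dosing: single nominal dose of 5.6 µM per compound; Signal: Fluo-8 calcium dye fluorescence; Also added: ATP as calcium-mobilizing challenge; Repeats: singlicate.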
CHRM1 agonist: activates human CHRM1 receptor; AID 588814; P11229; CHO-K1 hM1, Fluo-8 calcium fluorescence, agonist mode; 0% DMSO, 100% acetylcholine EC100; 360,000 compounds, 0.33% hits; activation, % at 3 µM;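 active = activation above the run's mean compound activation plus 3 SD, cut at about 16% in these data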;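 note: peak over basal fluorescence ratio within a 140 s kinetic read after compound addition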
Target sequence (P11229 whole entry, looked up): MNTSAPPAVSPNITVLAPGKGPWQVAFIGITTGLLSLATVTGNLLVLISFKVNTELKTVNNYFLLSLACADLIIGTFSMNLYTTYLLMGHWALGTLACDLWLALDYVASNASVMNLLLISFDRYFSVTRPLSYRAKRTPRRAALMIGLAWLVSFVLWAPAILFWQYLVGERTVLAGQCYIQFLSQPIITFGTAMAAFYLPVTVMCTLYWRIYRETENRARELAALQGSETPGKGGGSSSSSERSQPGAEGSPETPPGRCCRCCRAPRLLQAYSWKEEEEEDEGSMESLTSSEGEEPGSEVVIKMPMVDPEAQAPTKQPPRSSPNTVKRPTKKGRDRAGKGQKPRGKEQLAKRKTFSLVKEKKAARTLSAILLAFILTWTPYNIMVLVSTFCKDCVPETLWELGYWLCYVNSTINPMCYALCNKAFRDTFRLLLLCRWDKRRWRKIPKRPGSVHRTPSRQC
CHO-K1 Ca antag: nonselective inhibitor or artifact in parental CHO-K1 cells; ATP-induced calcium, Fluo-8 fluorescence; inhibition, % at 3 µM; 360,000 compounds, 0.6% hits;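 active = inhibition above a per-plate cutoff, the plate's mean sample inhibition plus 3 SD, cut at about 24% in these data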;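 note: 0% = DMSO plus EC80 ATP and 100% = DMSO alone without ATP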
M1 ag parental: nonselective activator or artifact in parental CHO-K1 cells; AID 602248; Fluo-8 calcium fluorescence; scaled to maximal ATP response, vehicle zero; activation, % at 3 µM; 360,000 compounds, 0.48% hits; in the data active = activation above about 15%;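 note: untransfected CHO-K1 host cells lacking M1 receptor as counterscreen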
TAAR1 antag: antagonists of human TAAR1; AID 624466; Q96RJ0; CHO RD-HGA16 TAAR1, Fluo-8 calcium fluorescence, antagonist; inhibition, % at 3 µM; 360,000 compounds, 1.5% hits;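 active = inhibition above a per-plate cutoff, the mean inhibition of test compounds on that plate plus 3 SD, cut at about 49% in these data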;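 note: 0% = DMSO plus EC80 beta-PEA response and 100% = DMSO alone without agonist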
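System: CHO RD-HGA16 cells bearing hTAAR1. Reagent: EC80 β-phenethylamine stimulus. Schedule: seeding 17-24 h prior, 75-min 37 °C, 30-min RT dye loading. Signal: Fluo-8 intracellular calcium dye fluorescence, real-time kinetic reads. Read-out: % inhibition from peak post-agonist over basal fluorescence ratio. Benchmarks: vehicle wells and EC80 agonist wells. Replicates: n of 1.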
CHO-K1 Ca PAM: counter-screen for M1 PAMs: effect in parental CHO-K1 cells; ATP EC20, Fluo-8 calcium fluorescence; 0% at ATP EC20, 100% at ATP max; activation, % at 3 µM; 360,000 compounds, 0.02% hits; AID 602247;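 active = activation above the run cutoff, the mean activation of all test compounds plus 3 SD, cut at about 40% in these data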;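 note: peak over basal fluorescence ratio in a 140 s read after ATP addition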
TAAR1 ag: human TAAR1 agonism. Q96RJ0. CHO RD-HGA16 TAAR1, Fluo-8 calcium fluorescence; vehicle wells 0%, saturating PEA agonist 100%. activation, % at 3 µM. 360,000 compounds, 0.99% hits. AID 624467;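 active = activation above the mean activation of all test compounds in the run plus 3 SD, cut at about 38% in these data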
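Test system: RD-HGA16 (CHO) cells co-expressing Gα16 and hTAAR1 | Doses: Single dose, 3 µM | Schedule: 17-24 h seeding, 75 min 37 °C dye, 30 min RT | Evaluation: % activation from peak over basal fluorescence ratio, DMSO-to-PEA scaled | Technique: Kinetic Fluo-8 calcium fluorescence | Benchmarks: Low control DMSO, high control PEA (EC100)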
The depositor's hits bear a star; x = not tested or not shown.

mol,CHO parental Ca,CHO-K1 Ca PAM,V1aR counter,CHO-K1 Ca antag,TAAR1 antag,CHRM1 agonist,M1 ag parental,TAAR1 ag,OXTR potentiator
COc1c(C)cc(C(=O)C2CCCN(Cc3c(C)n(C)n(-c4ccccc4)c3=O)C2)cc1C (centres undefined),-29,-12,0.2,-1,-16,-13,-0.4,15,-10
C/C(N)=C(/C#N)C(=O)CSc1nnnn1-c1ccc(C)cc1,-2,26,4.5,-12,3,4,4.5,21,-9
Cn1c(CCCCCN)nc2ccccc21,-6,17,-0.1,-14,-1,-4,-0.7,0,2
O=C(CSCc1ccc(F)cc1)NCc1cccs1,11,4,-0.2,-3,-4,-3,0.0,-1,-1
COc1cc(C2C3=C(CC(C)(C)CC3=O)OC(N)=C2[N+](=O)[O-])ccc1O (centres undefined),-1,15,0.4,-2,-4,-5,0.1,0,3
CC(C)CC(=O)C1=C(O)C(=O)N(Cc2ccccc2)C1c1ccccc1 (centres undefined),-3,11,4.3,-1,-9,-2,1.1,2,-8
COc1cc(SC)ccc1C(=O)Nc1ccc2c(c1)CCN2S(C)(=O)=O,-7,12,4.5,-16,11,-2,0.8,23,-9
O=C(COC(=O)c1ccccc1Br)NCc1ccccc1,-10,-12,-0.2,12,-16,-3,0.0,1,0
CCOC(=O)C1CCCN(C(=O)c2cc3ccccc3oc2=O)C1 (centres undefined),21,8,0.1,-22,-21,-3,0.3,1,-4
CC(C)(C)c1ccc(C(CC(=O)O)NS(=O)(=O)Cc2ccccc2)cc1 (centres undefined),6,20,3.6,-13,-9,-4,1.2,1,0
Cc1cc(C)cc(N(CCC(=O)Nc2nnc(C3CC3)s2)S(=O)(=O)c2ccc(Cl)cc2)c1,-12,2,0.4,-9,-38,-6,-0.3,-1,-5
CCOc1ccc(S(=O)(=O)N2CCCCC2)cc1NC(=O)C1CCC1,-6,-14,-1.6,-2,-21,0,0.1,0,-11
Cc1ccc(-c2nn(C)c(=O)c3ccccc23)cc1CNC(=O)c1ccccc1,-8,3,3.0,2,-12,-5,4.3,3,-2
CC1CCCCC1NC(=O)C1CCC(CNS(=O)(=O)c2cccc3cccnc23)CC1 (centres undefined),-5,-2,-0.9,-6,-3,-2,0.3,0,-8
CN(C)[C@@H]1CCC[C@@H]1OC(=O)C(c1ccccc1)c1ccccc1,-10,20,-0.1,-8,-9,-8,1.6,5,4
Cc1cccc(C(=O)NCc2ccc(S(N)(=O)=O)cc2)c1[N+](=O)[O-],-2,18,0.6,-3,-3,-3,2.8,0,-2
COc1cccc(N(CC(=O)NC2CCCCC2)C(=O)Cn2nnc(-c3ccc(C)o3)n2)c1,x,-1,x,-3,-28,0,0.6,1,x
Cc1nn(CCC(=O)NNC(=S)Nc2cccc(Cl)c2)c(C)c1[N+](=O)[O-],-7,16,1.1,0,2,-6,1.2,8,-2
CCOC(=O)C1C(c2ccc3c(c2)OCO3)NC(=O)NC1(O)C(F)(F)F (centres undefined),-1,19,1.0,-9,19,-5,0.5,8,-12
NC(=O)CSc1ncc(-c2ccccc2)[nH]1,-2,3,0.9,1,14,2,-0.1,3,0
O=C(CSc1nnc(CCCN2C(=O)c3cccc4cccc(c34)C2=O)n1-c1ccccc1)NCCCN1CCOCC1,-11,25,0.7,-4,-20,-9,0.7,5,0
Cc1ccc(Cn2c(C(CO)Nc3nc(-c4ccc(F)cc4)cs3)nc3ccccc32)cc1 (centres undefined),-25,25,0.1,-15,-3,-5,0.3,7,-12
COc1ccc(C2=NN(c3nc(-c4ccccc4)c(CC(=O)O)s3)C(c3ccco3)C2)cc1 (centres undefined),-2,14,0.2,-8,3,-6,0.5,1,-2
CCCN(CCC)S(=O)(=O)c1ccc(NC(=O)Cc2cccs2)cc1,-8,-5,0.6,-12,13,1,5.1,10,-7
COc1ccc(OC)c(Cc2nnc(CCC(=O)N3CCCCC3c3nccs3)o2)c1 (centres undefined),-25,15,-0.8,-10,x,-4,1.4,x,-2
COC(=O)c1c(-c2ccncc2)csc1NC(=O)c1ccoc1C,-15,5,-1.4,-6,9,-8,0.6,9,5
CCCOc1ccc(N2C(=O)CC(N(Cc3ccco3)C(=O)CC)C2=O)cc1 (centres undefined),-14,18,-0.7,-13,-17,-4,0.6,1,2
CC1CN(C(=S)Nc2cccc(F)c2)CC(C)O1 (centres undefined),-7,18,2.2,-12,-23,-1,1.0,17,-6
COc1ccc(C)cc1S(=O)(=O)N1CCN(S(=O)(=O)c2cc(C)ccc2OC)CC1,-18,19,1.2,-7,-11,-6,0.6,3,-13
O=C(NCc1ccncc1)C12CC3CC(CC(C3)C1)C2,-11,3,0.6,-8,5,-4,-0.1,1,-18
COc1ccccc1CC(NC(C)=O)C(=O)NC1CCN(C(=O)NCc2ccccc2)CC1 (centres undefined),x,10,x,-13,-1,-3,2.0,0,x
O=C(N/N=C/c1cn(-c2ccccc2)nc1-c1cccs1)c1ccncc1,-14,14,-1.0,-1,50*,-8,4.5,12,-6
CCC(=O)Nn1cnc2c(c1=O)C1(CCCCC1)Cc1ccccc1-2,-13,-1,0.2,0,5,-2,-0.3,10,-7
CCOC(=O)c1ccc(NC(=O)CCS(=O)(=O)c2cccc3nonc23)cc1,0,9,5.8,-13,2,-4,5.8,4,-9
CCOc1cc(C(=O)NC(C)C2CCCO2)cc(OCC)c1OCC (centres undefined),-16,-7,-0.1,-1,-2,-4,0.0,0,-8
Cc1cccc(N2CCN(C(=O)CNC(=O)c3cccc([N+](=O)[O-])c3)CC2)c1C,-16,-23,5.5,19,-6,-5,1.3,1,-11

Next part; it opens with the 2 that closed the last part.
mol,CHO parental Ca,CHO-K1 Ca PAM,V1aR counter,CHO-K1 Ca antag,TAAR1 antag,CHRM1 agonist,M1 ag parental,TAAR1 ag,OXTR potentiator
CCOc1cc(C(=O)NC(C)C2CCCO2)cc(OCC)c1OCC (centres undefined),-16,-7,-0.1,-1,-2,-4,0.0,0,-8
Cc1cccc(N2CCN(C(=O)CNC(=O)c3cccc([N+](=O)[O-])c3)CC2)c1C,-16,-23,5.5,19,-6,-5,1.3,1,-11
COc1ccc(NC(=S)Nc2cccc(C(C)=O)c2)cc1OC,3,14,0.1,-13,7,-3,1.1,0,-11
O=c1cc(CSc2nnc(Nc3ccccc3)s2)nc2sccn12,-5,13,1.4,2,18,-1,2.7,9,-10
CC1CCN(C(=O)COC(=O)c2cc(Cl)cc(Cl)c2N)CC1,-15,20,-1.2,-12,-13,-7,1.1,1,2
COc1ccc(NS(=O)(=O)c2cccc(C(=O)O)c2)cc1,-4,5,0.6,-4,-3,7,0.4,14,0
CC(C)CN(C(=O)COC(=O)c1cccs1)c1c(N)n(Cc2ccccc2)c(=O)[nH]c1=O,x,15,x,-6,8,1,-0.7,2,x
O=C(C1CCN(S(=O)(=O)c2ccccc2)CC1)N1CCCCCC1,x,-2,x,3,-20,-1,0.1,1,x
COc1ccc(CC(=O)OC2CCCN(C)C2)cc1 (centres undefined),-14,8,1.7,1,18,-16,0.1,1,0
Cc1ccc(N=N/C(=C\O)C(=O)c2ccncc2)cc1,-14,21,0.7,-8,-12,-5,1.0,5,-5
CCOC(=O)Cc1csc(NC(=S)NC(=O)c2ccccc2Br)n1,-1,7,2.9,2,-11,-5,2.3,32,-4
O=C(NCc1ccncc1)C(=O)N/N=C/c1ccccn1,-11,11,1.3,-5,17,-11,2.9,2,5
CCOC(=O)C1C(=O)CC(=O)C(C(=O)OCC)C1c1ccc(O)cc1 (centres undefined),x,0,x,-2,-7,-1,0.3,0,x
O=C(Nc1ccc(-c2noc(CCc3ccccc3)n2)cc1)c1ccco1,-6,3,0.9,6,36,0,2.5,7,-16
Cc1ccc(F)cc1N=Cc1c(O)c2ccccc2oc1=O,-4,21,0.6,-16,x,-3,0.5,x,-10
Cc1cc(Cl)ccc1OCCCC(=O)NCCCn1ccnc1,3,14,-0.4,-23,-9,-6,0.9,2,-3
COc1ccc(-c2csc(-c3cccs3)n2)c(OC)c1,-12,13,-0.3,-4,-21,0,0.7,6,-11
Cc1ccc(C(=O)NNC(=O)CSc2nnc(C(C)C)n2C)cc1,-3,13,0.8,-7,-8,-4,0.2,1,-7
CC(C)c1nc2sc3c(SCC(N)=O)ncnc3c2c2c1CCC2,-7,10,0.6,-1,-13,-3,0.3,0,-4
Cc1c(C)c2ccc(OCC(=O)Nc3cccnc3)c(C)c2oc1=O,-11,1,9.6,-1,-12,-4,0.6,5,-7
CC(C)c1cccc(-c2ccc3c(c2)S(=O)(=O)c2cccc(C(=O)NCc4ccccc4Cl)c2C3=O)c1,-17,-13,0.3,-4,x,-6,-0.3,x,0
Cc1cc(C(=O)Nc2c(F)cc(F)cc2Br)cs1,-11,7,-0.2,-2,-28,-5,0.1,-1,-13
CSc1nsc(SC)c1C(=O)Nc1ccc(C(C)(C)C)cc1,-32,-17,-0.6,16,4,-5,-0.2,4,-4
CCOc1ccc(N=C2Sc3nc4ccc(C)cc4cc3CN2CCOC)cc1,-39,-12,0.0,-6,0,-5,0.0,0,-8
c1ccc(-c2cn(-c3ccccc3)c3[n+]2CCS3)cc1,11,8,-0.1,-6,18,-8,0.5,3,-7
CCN1C(=O)[C@H]2[C@@H](c3ccc(-c4ccc(C(C)=O)cc4)cc3)N3CCCC[C@@]3(C(=O)OC)[C@H]2C1=O,-11,-5,0.8,-10,40,-1,0.1,15,-5
CC1(C)Oc2cc3oc(=O)ccc3cc2C[C@@H]1O,-6,-17,1.6,-7,-16,-2,0.1,5,0
OCC[C@H]1C[C@@H](O)[C@H](O)[C@@]2(OCCc3ccccc32)O1,-2,-2,1.4,-3,7,-2,0.0,9,2
O=S1(=O)C[C@@H](N2CCC(Cc3ccccc3)CC2)[C@H](COCc2ccccc2)N1,x,11,x,-15,-18,1,0.9,5,x
Cc1nc(Cc2nnc(SCc3nc(N)nc(Nc4ccccc4C)n3)o2)cs1,-15,23,-0.7,-7,8,-3,0.9,10,-8
